Assay outcomes (PubChem)
ADAM17 inh: ADAM17 inhibition, QFRET primary screen | 0.83% of 370,000 active | inhibition, % at 6.95 µM | recombinant ADAM17, EDANS/DABCYL FRET peptide cleavage | P78536;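 active = inhibition above the mean of compounds lying between control limits plus 3 SD, set per campaign, cut at about 8.5% in these data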;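 note: 0% = DMSO-only wells as the low control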
hgDAF12 agonist: hgDAF-12 agonism, primary luciferase screen; HEK293 GAL4-hgDAF12 UAS-luciferase reporter, agonist luminescence; normalized to butyrate control; AID 687014; 1.8% of 370,000 active; activation, % at 6.8 µM;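 active = activation above a cutoff set at the mean of all screened compounds plus 3 SD, cut at about 10% in these data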;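 note: 0% = DMSO wells and 100% = sodium butyrate wells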
PLCg1 inh: PLC-gamma1 (human) inhibition, primary screen; 0.84% of 370,000 active; P19174; inhibition, % at 12.2 µM; purified PLC-gamma1, fluorogenic substrate, fluorescence; in the data active = inhibition above about 9.5%
MBD2 inh: MBD2-methylated oligo binding inhibition. Q9UBB5. TR-FRET, MBD2 binding to methylated oligonucleotide. inhibition, % at 4.4 µM. 0.31% of 370,000 active; in the data active = inhibition above about 13%
ssDAF12 agonist: activates DAF-12 receptor from parasite S. stercoralis; HEK293 ssDAF-12/GRIP1 lit1-tk-luc reporter, luminescence; % of 3 µM dafachronic acid response; activation, % at 6.8 µM; 1% of 370,000 active;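 active = activation above the mean over all tested compounds plus 3 SD, cut at about 0.9% in these data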;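 note: 0% = DMSO-only wells and 100% = 3 µM delta7-dafachronic acid wells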
DAX1 inh-1: blocks DAX1 repression of SF-1 activated StAR promoter | inhibition, % at 6.8 µM | AID 652010 | HEK293T StAR-luciferase reporter, SF-1/DAX-1 repression relief | 1.1% of 370,000 active;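 active = inhibition above the mean over all tested compounds plus 3 SD, cut at about 3.6% in these data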;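 note: 0% = DAX-1 cells with DMSO and 100% = cells lacking DAX-1 with DMSO; higher inhibition means more luminescence from relief of DAX-1 repression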
Rev-erbA mod: modulators of human Rev-erb alpha DNA binding; activity, % at 10 µM; P20393; AID 1259318; 0.79% of 370,000 active; Rev-erbα–FITC-DNA binding, fluorescence polarization, 90 min;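 active = activity above about 14%, limit read from the data; passing the limit was not always enough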;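 note: 0% = DMSO wells with 35 nM protein and 100% = DMSO wells with 750 nM protein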
Target sequence (P20393 whole entry, looked up): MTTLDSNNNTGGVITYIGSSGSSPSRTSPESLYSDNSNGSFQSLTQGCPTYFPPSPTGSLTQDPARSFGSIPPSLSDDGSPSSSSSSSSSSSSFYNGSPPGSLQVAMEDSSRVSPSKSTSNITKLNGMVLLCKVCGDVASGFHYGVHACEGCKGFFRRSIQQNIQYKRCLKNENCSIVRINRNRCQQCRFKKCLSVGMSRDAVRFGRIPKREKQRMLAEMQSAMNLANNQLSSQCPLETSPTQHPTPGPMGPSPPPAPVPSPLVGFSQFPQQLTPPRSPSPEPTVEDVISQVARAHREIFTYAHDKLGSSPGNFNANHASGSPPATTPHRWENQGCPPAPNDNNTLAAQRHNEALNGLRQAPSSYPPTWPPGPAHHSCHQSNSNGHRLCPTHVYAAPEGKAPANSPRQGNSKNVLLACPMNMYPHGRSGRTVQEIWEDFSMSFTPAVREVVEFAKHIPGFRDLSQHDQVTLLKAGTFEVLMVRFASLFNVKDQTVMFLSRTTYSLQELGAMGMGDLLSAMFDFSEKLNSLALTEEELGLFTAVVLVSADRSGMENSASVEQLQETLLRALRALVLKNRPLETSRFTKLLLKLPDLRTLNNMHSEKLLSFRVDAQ
hcDAF-12 act: activators of H. contortus DAF-12 nuclear receptor; AID 652067; activation, % at 6.8 µM; 1.4% of 370,000 active; HEK293 hcDAF-12 lit1-tk-luc reporter, luminescence; 0% DMSO, 100% Δ7-dafachronic acid;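 active = activation above the mean of all tested compounds plus 3 SD, cut at about 5.5% in these data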;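 note: 100% = response to 3 µM Δ7-dafachronic acid high control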
PLCb3 inh: PLC-beta3 (human) inhibition, primary screen; inhibition, % at 12.2 µM; 0.18% of 370,000 active; Purified PLC-beta3, fluorogenic substrate, fluorescence; Q01970; in the data active = inhibition above about 11%;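 note: 0% = median of compound wells on plate and 100% = full blocker control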
DAX1 inh-2: inhibits human nuclear receptor DAX1 | HEK293 Gal4-DAX1 luciferase reporter, luminescence | AID 504766 | inhibition, % at 6.75 µM | 0.99% of 340,000 active | P51843;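 active = inhibition above the mean over all tested compounds plus 3 SD, cut at about 4.2% in these data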;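 note: 0% = DAX1-transfected cells with DMSO and 100% = empty-vector control cells with DMSO; inhibition shows as a rise in luminescence from relieved DAX1 repression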
Target sequence (P51843 207-470 limits assumed): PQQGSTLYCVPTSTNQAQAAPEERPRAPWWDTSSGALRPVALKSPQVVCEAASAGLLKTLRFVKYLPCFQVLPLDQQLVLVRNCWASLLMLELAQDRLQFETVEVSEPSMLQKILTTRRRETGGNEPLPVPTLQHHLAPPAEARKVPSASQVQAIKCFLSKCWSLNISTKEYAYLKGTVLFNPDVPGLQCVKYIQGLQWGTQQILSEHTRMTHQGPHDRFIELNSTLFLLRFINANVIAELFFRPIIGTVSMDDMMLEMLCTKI
SMARCA2 activ: activators of SMARCA2 function. MG213 cells, MMTV-luciferase reporter, dexamethasone, overnight. activation, % at 9.1 µM. 1% of 370,000 active. AID 652017; in the data active = activation above about 7.8%;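 note: 0% = vehicle wells and 100% = reference activator wells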
Numbers without * were called inactive; i = inactive; x = no result given.

no.	structure	ADAM17 inh	hgDAF12 agonist	PLCg1 inh	MBD2 inh	ssDAF12 agonist	DAX1 inh-1	Rev-erbA mod	hcDAF-12 act	PLCb3 inh	DAX1 inh-2	SMARCA2 activ
1	C[C@H](CO)N1C[C@H](C)[C@@H](CN(C)CC2CC2)OCc2cnnn2CCCC1=O	1	-2.8	3	-8	-0.7	0.1	0	0.7	6	0.8	-2
2	O=C(N/C(=C/C=C/c1ccccc1)C(=O)N1CCOCC1)c1ccccc1Cl	-1	1.4	1	0	0.6	-0.1	-6	6.0*	-6	1.4	2
3	CCC(CC)=NNC(=O)c1ccccc1OCc1ccc(F)cc1	-3	-2.7	-1	4	-0.7	-0.2	-5	-0.1	-2	-0.3	1
4	CC(C)CC(NC(=O)C1CCC(C)CC1)C(=O)Nc1cccnc1 (stereo unspecified)	-2	0.5	0	2	-0.5	-0.6	-1	-0.2	0	-0.2	0
5	O=C1CCc2cc(S(=O)(=O)Nc3ccc(C(F)(F)F)cc3)cc3c2N1CC3	0	-2.4	2	-5	-1.0	1.3	1	0.1	0	3.8	0
6	O=C(NC(=S)Nc1cccc([N+](=O)[O-])c1)C1CCCCC1	-2	2.5	3	1	-0.8	-1.5	1	-1.6	-1	0.0	-1
7	Cn1c(=O)c2c(nc(CN3CCc4ccccc4C3)n2CC(=O)c2ccccc2)n(C)c1=O	-4	0.2	-6	-2	-0.9	0.5	4	0.2	-6	-1.0	-1
8	O=C(Nc1cccc(Cl)c1)c1cc(-c2ccco2)on1	3	-2.1	-1	-3	-1.4	-0.5	7	-1.0	0	0.6	1
9	Cc1cccn2c(=O)c(C(=O)NCCCN3CC(C)CC(C)C3)c(O)nc12 (stereo unspecified)	-25	0.9	-48	-9	-1.4	1.0	1	-1.7	-43	0.9	-3
10	COc1ccc(C(=O)N2CCCC(Nc3ccc(C)c(C)c3)C2)cc1 (stereo unspecified)	1	-0.9	-5	9	-0.3	-0.8	6	-1.0	-8	0.5	0
11	CC(=O)Nc1ccc(S(=O)(=O)N(C)Cc2cnn(C)c2)cc1	2	-0.1	-1	-1	-0.6	-0.3	-2	-0.4	-10	-0.8	-4
12	O=C(NC1CCCCC1)N1CCCC(c2nc3ccccc3[nH]2)C1 (stereo unspecified)	-5	-1.4	-1	7	-0.7	-1.1	-8	-1.4	-2	-1.5	-4
13	COc1cc2[nH]ccc(=O)c2cc1OC	4	2.1	2	2	-0.6	0.9	1	-1.1	3	2.0	-1
14	COc1cccc(CN2CCN(Cc3ccc(O)cc3)CC2CCO)c1 (stereo unspecified)	-1	-2.5	-1	2	-0.8	-0.3	-1	-0.8	-2	2.8	-2
15	COc1ccccc1C(=O)n1nc(-c2ccco2)nc1N	-3	-1.6	-3	-10	-1.2	0.5	-2	-0.7	2	1.1	0
16	O=C(NCCc1ccccc1)c1ccc(-c2ccccc2Cl)o1	5	1.5	-6	2	-1.3	0.1	6	-1.7	-5	-0.3	2
17	Cc1ccc(Cn2ncc3c(N4CCCC4)ncnc32)cc1	0	-3.0	3	3	-1.1	-0.3	-7	-2.4	1	0.0	1
18	COc1ccc(NC(=O)COC(=O)c2cc(=O)c3ccccc3o2)cc1OC	1	1.4	0	-3	-0.8	1.4	2	0.1	-4	-0.4	2
19	C/C(N)=C(/C#N)C(=O)CSc1n[nH]c(-c2cccs2)n1	-4	-2.6	-1	2	-1.2	0.0	0	-0.3	-4	1.4	-2
20	Cc1cc(C(C#N)c2ccc(Cl)cc2)c(Cl)cc1NC(=O)c1cc(I)cc(I)c1O (stereo unspecified)	1	-1.6	-2	1	-1.1	0.1	9	-1.5	-6	-0.3	-4
21	COc1ccc(NS(=O)(=O)c2cc(NC(=O)c3ccc(=O)[nH]n3)ccc2N2CCOCC2)cc1	-5	-3.8	3	0	-1.7	1.4	5	2.3	-4	-0.7	1
22	O=C1c2cccnc2C(=O)N1Cc1ccc(Cl)cc1	-3	0.9	1	0	-0.4	0.1	6	-1.9	4	-0.5	2
23	COc1ccc(CCNC(=O)CSc2nnc(-c3cccc(F)c3)o2)cc1OC	-3	0.9	2	-1	-1.6	-0.3	7	-1.9	1	0.5	3
24	CN(Cc1ccccc1)S(=O)(=O)c1nnc(NC(=O)c2ccccc2)s1	-1	-1.1	-8	0	-1.3	-0.5	0	-1.0	-20	-0.4	3
25	COc1ccccc1NC(=O)Cn1cc(C(=O)c2ccco2)c2ccccc21	0	-3.4	-11	6	-0.6	-2.5	-3	0.3	-16	-0.3	-5
26	CCOc1ccccc1OCCCC(=O)N1CCN(S(=O)(=O)c2ccccc2C#N)CC1	-2	-0.9	3	2	-0.3	0.2	-4	-0.8	2	0.1	-3
27	Cc1nnc(SCC(=O)NCCN2C(=O)CSC2=O)s1	-2	1.8	-2	3	-1.3	-0.2	-5	-0.6	0	1.9	-3
28	COc1ccc(Nc2nc(C)cc(C)c2C(N)=O)cc1OC	-1	1.1	-1	5	-0.3	-0.4	3	-0.3	-5	0.2	-1
29	COc1ccc(CNC(=O)C2CCNCC2)cc1	-3	0.7	0	2	-1.0	-0.2	3	-0.8	0	1.0	-2
30	Cc1ccc2c(c1)=N/C(=N\c1[nH]c(O)c3ccccc13)N=2	2	3.7	-60	3	-0.4	0.6	8	4.2	-66	1.8	3
31	O=C(CCN1C(=O)C2CCCCC2C1=O)Nc1cc([N+](=O)[O-])ccc1Cl (stereo unspecified)	-2	-0.7	2	-2	-1.3	1.4	1	2.8	-4	0.6	3
32	c1ccc(Cn2nnc3c(N4CCc5ccccc5C4)ncnc32)cc1	-3	-0.5	0	-4	-1.8	-0.9	-3	-2.7	-1	1.4	-3
33	COc1ccc(OC)c(/C=C/C(=O)OCC(=O)NCc2ccco2)c1	-41	-3.2	i	4	-1.0	-0.5	-1	-0.9	i	2.1	-1
34	CCOC(=O)c1c(C)[nH]c(C)c1-c1ccccc1OC	-1	-0.5	1	4	-1.1	-0.3	-5	-1.0	-2	0.2	-1
35	COc1ccc(/C=N/NC(=O)CCc2c(C)n[nH]c2C)cc1O	-5	3.6	-5	2	-1.0	-0.2	-5	-1.2	-7	-0.5	2
36	COCc1ccccc1C1=CC(=O)C[C@H](c2ccc(OC)cc2)C1	-3	1.5	-4	-2	-1.5	-0.1	1	-0.9	-2	-0.2	1
37	Cn1cccc1Cc1nnc(SCC(=O)N2CCN(c3ccccc3)CC2)n1-c1ccc(F)cc1	-2	-1.7	1	-4	-1.0	-0.5	-2	-1.9	-2	1.2	-1
38	CC1(C)CC(N(Cc2ccccc2)C(=O)Cc2ccccc2)CCO1 (stereo unspecified)	0	-2.7	1	4	-1.4	0.3	2	1.2	0	0.7	-1
39	Clc1ccc(OCCn2cnc(Cl)c2Cl)cc1	2	3.5	4	1	-1.3	0.4	-5	-1.5	-4	0.2	6
40	COC(C[C@H]1O[C@H]1[C@@H](O)[C@H](C)OCc1ccccc1)OC	-3	2.4	2	-3	-1.3	-0.5	-1	0.8	3	0.4	1
41	COc1ccccc1C(CC(=O)Nc1nccs1)c1ccco1 (stereo unspecified)	0	0.0	3	1	-1.4	-0.6	1	-2.1	3	-1.0	1
42	CC(C)(C)c1ccc(C(=O)Nc2cc(Cl)c(F)cc2C(=O)O)cc1	0	4.3	-1	-3	-0.2	x	-1	-1.5	-7	x	x
43	COc1cccc(NC(=O)CSc2nc3ccccc3c(=O)n2CCCC(=O)NCC2CCCO2)c1 (stereo unspecified)	5	0.8	5	1	-1.6	-0.7	-3	-2.0	-13	-0.4	0
44	C/C(CC(=O)N1CCN(C=O)CC1)=N\NC(=O)c1ccc(Cl)cc1	-1	4.6	-9	-3	-0.6	1.1	7	-0.4	-6	0.6	1
45	C/C=C(/C)C(=O)Nc1cccc(C2=NOC3(C2)C[C@H](C(N)=O)N(C(=O)Cc2ccc([N+](=O)[O-])cc2)C3)c1 (stereo partly specified)	-3	-0.2	5	4	-1.5	0.1	-9	-0.2	1	-1.6	1
46	O=C(OCCCc1cc2ccccc2c(=O)o1)c1ccc(C(F)(F)F)cc1	-2	-0.8	-2	3	-1.1	0.1	0	-0.5	-2	1.9	0
47	Cn1ncc(Br)c1C(=O)N1CCN(C(=O)c2ccco2)CC1	-1	2.2	-3	0	-1.5	0.3	-3	-0.9	-1	-0.9	-3
48	Cc1ccc(OCC(=O)Nc2ccc3c(c2)CCC3)c([N+](=O)[O-])n1	-1	3.4	1	1	-1.5	1.3	-1	5.2	-5	0.7	3
49	O=C(O)CSCC(=O)N(c1ccccc1)c1ccccc1	0	1.4	0	0	-0.2	0.0	-1	-1.5	-3	-1.0	-2
50	COc1ccc(-c2csc(NC(=O)CN3C(=O)C4CCCCC4C3=O)n2)c(OC)c1 (stereo unspecified)	4	-1.0	4	0	-1.8	-1.2	-7	-2.5	-8	1.5	-3
51	Cc1ccc(NC(=O)CSc2nnc(-c3cc(C)[nH]n3)n2N)c(C)c1	-3	0.3	7	9	-1.1	0.0	-2	-0.4	-14	0.0	-2
52	O=C(CN1C(=O)COc2ccccc21)N1CCN(C2CCCCC2)CC1	-4	-0.3	2	-7	0.1	0.1	-6	3.6	-6	-0.2	-3
53	O=[N+]([O-])c1ccc(-c2cn(-c3ccccc3F)c(=S)[nH]2)cc1	1	3.8	0	-2	-1.1	0.2	-6	0.6	-6	0.7	2
54	CCn1ccnc1CN1CCC(n2nccc2NC(=O)CCc2ccccc2)CC1	-1	2.0	-2	3	-1.1	0.3	-4	1.3	-3	-0.9	2
55	Cc1ccc(S(=O)(=O)N/N=C\c2cc3c(cc2[N+](=O)[O-])OCO3)cc1	-6	-1.1	-4	-4	-1.2	-1.0	-2	-2.1	2	-0.2	1
56	CC(=O)NC1=NC(=O)/C(=C/N2CCOCC2)S1	-6	-0.5	-5	-4	-1.1	-0.3	0	0.0	-5	0.0	-5

A run of entries of the results above, as a working copy:
no.	structure	ADAM17 inh	hgDAF12 agonist	PLCg1 inh	MBD2 inh	ssDAF12 agonist	DAX1 inh-1	Rev-erbA mod	hcDAF-12 act	PLCb3 inh	DAX1 inh-2	SMARCA2 activ
49	O=C(O)CSCC(=O)N(c1ccccc1)c1ccccc1	0	1.4	0	0	-0.2	0.0	-1	-1.5	-3	-1.0	-2
50	COc1ccc(-c2csc(NC(=O)CN3C(=O)C4CCCCC4C3=O)n2)c(OC)c1 (stereo unspecified)	4	-1.0	4	0	-1.8	-1.2	-7	-2.5	-8	1.5	-3

Continuation.
no.	structure	ADAM17 inh	hgDAF12 agonist	PLCg1 inh	MBD2 inh	ssDAF12 agonist	DAX1 inh-1	Rev-erbA mod	hcDAF-12 act	PLCb3 inh	DAX1 inh-2	SMARCA2 activ
57	COc1ccc(C2N(c3ccc4c(c3)OCCO4)C(=O)C2(F)F)cc1OC (stereo unspecified)	-4	-2.6	-1	2	-2.0	-0.6	-2	-2.3	1	-1.6	3
58	O=C(CSc1ccc2nnc(-c3ccccc3)n2n1)N1CCCc2ccccc21	1	0.1	-5	1	-1.6	-0.3	-2	-2.4	-5	0.2	-2
59	CCOC(=O)[C@H]1[C@H]2COc3ccc(OC)cc3[C@@H]2N2C(=O)c3cc(F)c(F)cc3NC(=O)[C@@]12C	-1	-1.1	-2	-5	-1.3	-0.3	-1	-1.9	0	1.4	1
60	CN1CCN(C(=O)c2cnn3c2NC(c2ccccc2)CC3C(F)(F)F)CC1 (stereo unspecified)	-5	-2.5	1	3	-0.9	0.5	3	-1.0	-5	0.2	-3
61	CCSc1nc2ccccc2n1CC(N)=O	3	-1.9	4	-1	-1.3	0.3	6	0.3	5	0.4	6
